Insulin prom inh: TRM-6 insulin promoter activity inhibition | inhibition, % at 2 µM | TRM-6 cells (human fetal islet line), insulin promoter-eGFP reporter, imaging; reporter expression induced with tamoxifen | actives 0.9% (n = 130,000);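 active means inhibition above the mean plus 3 SD, with well images judged a real hit on visual review, cut at about 60% in these data, passing the limit was not always enough; inconclusive means inhibition over the cutoff but images rejected on review; inactive means inhibition not above the cutoff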
sdo1 growth: compounds rescuing growth of sdo1-depleted yeast, bone marrow failure model | S. cerevisiae sdo1-depleted JHY4D growth rescue, OD600 30 h; stronger effect = higher value; pdr5 snq2 efflux-pump mutant strain | z-score at 10 µM | actives 0.21% (n = 140,000);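 active means z-score above 3 at both the 24 hr and the 30 hr optical density reads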;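 further: z-score against mean and SD of all compound wells on the same plate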
sdo1 growth Rescue 24 h: further read-out of sdo1 growth, marked with its call; z-score; S. cerevisiae sdo1-depleted JHY4D growth rescue, OD600; measured here: growth rescue at 24 h;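 0 is the plate mean of compound wells and units are plate SD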
An asterisk follows results filed as active; ? = inconclusive; / = no result given; & = joins results of further samples.

SMILES | Insulin prom inh | sdo1 growth | sdo1 growth Rescue 24 h
O=C(/C=C1\SC(=O)N(CC(=O)Nc2ccc(Cl)cc2)C1=O)Nc1ccc(F)cc1 | 48.0 | 0.87 | 1.44
CCOc1ccc(NC(=O)CSCc2cnn(-c3ccccc3)c2-n2cccc2)cc1 | 16.7 | -1.21 | -0.63
O=C1N=C2SCCN2/C1=C\c1c(Cl)cccc1Cl | / | 0.42 | 0.08
O=C(CSc1nnc(Cn2c(=O)sc3ccccc32)n1-c1ccccc1)N1CCOCC1 | 35.7 | 0.67 | 0.25
COc1cc(C2C(C(=O)c3ccc(C)o3)=C(O)C(=O)N2Cc2cccnc2)ccc1O (stereo unspecified) | 25.0 | -0.06 | -0.19
CC(=O)NCc1ccc(S(=O)(=O)N/N=C/c2ccc(Br)cc2)cc1 | 36.7 | 0.41 | 0.07
CC(C)(C)NC(=O)C1N(c2cccnc2)C(=O)C2C(C(=O)Nc3ccccc3)C3(C)C=CC21O3 (stereo unspecified) | 21.9 | -0.19 | -1.44
Cc1ccc(NC(=O)CSc2nc3ccccc3c(=O)n2CCCN2CCCCC2)cc1Cl | -40.0 | / | /
O=S(=O)(c1ccc(OCC(O)CN2CCN(c3ccccc3Cl)CC2)cc1)N1CCOCC1 (stereo unspecified) | / | -0.43 | -0.26
Cc1ccc(C(=O)COC(=O)C2C3C=CC(C3)C2C(=O)OCC(=O)c2ccc(C)c(C)c2)cc1C (stereo unspecified) | 36.1 | -1.11 | -0.04
Cc1cc(NS(=O)(=O)c2ccc(NC(=O)c3cc4c(=O)n5ccccc5nc4s3)cc2)nc(C)n1 | -121.0 | / | /
O=C(CN1CCS(=O)(=O)CC1)NNC(=O)C1CCCCC1 | -6.7 | / | /
CCOC(=O)c1c(C)oc2c1c(C=NCCC(=O)O)c(O)c1ccccc12 | -61.1 | / | /
COCCCNS(=O)(=O)c1ccc(Cl)c(C(F)(F)F)c1 | -35.7 | / | /
CCc1ccc(CN(C)CC(=O)Nc2ccccc2[N+](=O)[O-])cc1 | / | -0.9 | -1.12
CNC(=O)C1CC(=O)N(CCc2ccc(OC)cc2)C(=Nc2ccc(OC)cc2)S1 (stereo unspecified) | -50.0 | -0.45 | -1.63
COc1cccc(-n2c(Cc3cc(=O)[nH]c(=O)[nH]3)nnc2SCc2cccnc2)c1 | / | 0.11 | -0.9
NCCCCCc1nnc(SCC(=O)Nc2cccc(Cl)c2)o1 | / | -0.79 | -0.42
CCCSC1=N/C(=C\C=C\c2ccco2)C(=O)S1 | -3.9 | -0.46 | -0.84
COCCn1nnnc1C(C(C)C)N(Cc1cccnc1)Cc1cc2cc(OC)ccc2[nH]c1=O (stereo unspecified) | -50.0 | 1.02 | 0.63
Cc1nnc(SCC(=O)NC(C)(C)C)n1C1CCCCC1 | 7.7 | 0.13 | -0.51
COc1ccc(N=C2SCC(=O)N2c2ccc(OC)cc2)cc1 | / | 1.14 | 2.63
CCOCC(=O)Nc1cc(C(=O)OC)cc(C(=O)OC)c1 | -6.7 | 1.01 | 1.12
COC(=O)c1ccc(SCC(=O)NC2CCCC2)c([N+](=O)[O-])c1 | -34.2 | 0.98 | 0.75
Cc1ccc(-c2nnc(SCC(=O)NCC3CCCO3)n2C)cc1 (stereo unspecified) | 16.2 | -0.04 | -0.46
Next section:
SMILES | Insulin prom inh | sdo1 growth | sdo1 growth Rescue 24 h
Cn1c(SCC(=O)N2CCOCC2)nc(O)cc1=O | 6.7 | 0.55 | -0.34
Nc1ccc(N2CCOCC2)c(Cl)c1 | 55.6 | 2.47 | 3.37
CN(Cc1ccccc1)S(=O)(=O)c1cccc2cccnc12 | 0.0 | 0.29 | -0.2
CCCNC(=O)C1CNc2ccccc2O1 (stereo unspecified) | -43.6 | 0.41 | -0.27
N#CCCN1CCN(S(=O)(=O)c2ccc(S(=O)(=O)N3CCCC3)cc2)CC1 | 0.0 | -0.65 | -0.97
COCCn1cnc2c1c(=O)n(CC(=O)Nc1cc(C)on1)c(=O)n2Cc1ccccc1 | 24.3 | 0.36 | -0.06
CC(C)NCCCOc1ccc(Cl)cc1Br | -34.6 | 0.26 | 0.16
CCCN1CCC(=NNc2ccc(S(N)(=O)=O)cc2[N+](=O)[O-])CC1 | 40.0 | / | /
Cc1cccc(C)c1NC(=O)N1C(C(=O)O)CSC1C(=O)O (stereo unspecified) | 50.0 | 0.81 | 1.87
CC(Oc1ccc(Cl)cc1)C(=O)NCCCn1ccnc1 (stereo unspecified) | -35.5 | 0.59 | 0.7
CC(C)CC(COCc1cccc(Cl)c1)N1CCN(C(=O)c2ccc(C(F)(F)F)cc2)CCC1=O (stereo unspecified) | -50.0 | -0.8 | -1.08
CC(C)OC(=O)C1C(=O)CC(C)(O)C(C(=O)OC(C)C)C1c1ccc(F)cc1 (stereo unspecified) | 6.9 | -0.71 | -0.78
N#CC1=C(N)N(c2ccc(Cl)c(Cl)c2)C(=O)C1 | 9.1 | / | /
CC1C/C(=N/NC(=O)c2cccc(F)c2)c2ccc(O)cc2C1 (stereo unspecified) | -25.0 | 0.97 | 0.82
O=C(C[n+]1cccc(/C=N/O)c1)N1CCCCCC1 | -58.8 | / | /
CN(C1CCCC1)C1CCN(C(=S)Nc2cc(F)cc(F)c2)CC1 | 6.7 | / | /
O=C(/C(=N\Nc1ccccc1)Sc1nnnn1-c1ccccc1)c1ccccc1 | 26.7 | -0.49 | -0.97
O=C(NCc1nnc(SCc2ccccc2)n1-c1ccc(F)cc1)C12CC3CC(CC(C3)C1)C2 | / | 0.69 | 0.42
Cc1cc(=O)oc2cc(OCC(=O)N3CCc4ccccc4C3)ccc12 | / | -0.93 | -0.78
CCC(NC(=O)Nc1ccc(O)cc1)(C(F)(F)F)C(F)(F)F | / | -0.06 | -0.63
Cc1ccccc1C(=O)NNC(=O)CN1C(=O)c2ccccc2C1=O | -16.1 | 1.83 | 1.67
O=S(=O)(Nc1ccccc1)c1ccc(Oc2ncc(C(F)(F)F)cc2Cl)cc1 | -33.3 | -2.02 | -1.12
CCCOP(=O)(c1ccccc1)c1ccccc1 | -38.8 | -0.28 | -1.47
COc1ccc(C(=O)NC(=S)NNC(=O)c2ccc(NC(=O)C(C)C)cc2)cc1 | 31.0 | 0.44 | -0.05
Cc1cc(C)n(CCSCC(=O)O)n1 | 2.9 | 0.46 | -0.76

13 compounds from above, ordered by heavy-atom count, low to high:
SMILES | Insulin prom inh | sdo1 growth | sdo1 growth Rescue 24 h
Nc1ccc(N2CCOCC2)c(Cl)c1 | 55.6 | 2.47 | 3.37
CC(C)NCCCOc1ccc(Cl)cc1Br | -34.6 | 0.26 | 0.16
N#CC1=C(N)N(c2ccc(Cl)c(Cl)c2)C(=O)C1 | 9.1 | / | /
O=C(C[n+]1cccc(/C=N/O)c1)N1CCCCCC1 | -58.8 | / | /
CC(Oc1ccc(Cl)cc1)C(=O)NCCCn1ccnc1 (stereo unspecified) | -35.5 | 0.59 | 0.7
CCC(NC(=O)Nc1ccc(O)cc1)(C(F)(F)F)C(F)(F)F | / | -0.06 | -0.63
CC1C/C(=N/NC(=O)c2cccc(F)c2)c2ccc(O)cc2C1 (stereo unspecified) | -25.0 | 0.97 | 0.82
CN(C1CCCC1)C1CCN(C(=S)Nc2cc(F)cc(F)c2)CC1 | 6.7 | / | /
Cc1ccccc1C(=O)NNC(=O)CN1C(=O)c2ccccc2C1=O | -16.1 | 1.83 | 1.67
Cc1cc(=O)oc2cc(OCC(=O)N3CCc4ccccc4C3)ccc12 | / | -0.93 | -0.78
CC(C)OC(=O)C1C(=O)CC(C)(O)C(C(=O)OC(C)C)C1c1ccc(F)cc1 (stereo unspecified) | 6.9 | -0.71 | -0.78
COc1ccc(C(=O)NC(=S)NNC(=O)c2ccc(NC(=O)C(C)C)cc2)cc1 | 31.0 | 0.44 | -0.05
CC(C)CC(COCc1cccc(Cl)c1)N1CCN(C(=O)c2ccc(C(F)(F)F)cc2)CCC1=O (stereo unspecified) | -50.0 | -0.8 | -1.08

(cont.)
SMILES | Insulin prom inh | sdo1 growth | sdo1 growth Rescue 24 h
CC(C)(C)c1ccc(S(=O)(=O)N2CCSC2)cc1 | 50.0 | -0.18 | -0.82
CCOC(=O)N1CCN(C(=O)C2CCN(S(=O)(=O)c3ccccc3)CC2)CC1 | -23.3 | -0.82 | -0.61
Cc1ccc(-n2c(SCC(=O)N(C)C3CCS(=O)(=O)C3)nc3ccccc3c2=O)cc1 (stereo unspecified) | -33.3 | / | /
Clc1ccc(CSc2cc3c(nn2)-c2ccccc2CC3)cc1Cl | 3.3 | -0.44 | -0.75
Cc1c(NC2=NC3(CCCCC3)Cc3ccccc32)c(=O)n(-c2ccccc2)n1C | -12.8 | 1.18 | 0.81
CCOC(=O)C(C)Sc1nc(-c2ccco2)cc(C(F)(F)F)c1C#N (stereo unspecified) | / | -0.29 | 0.17
C=CCn1c(C(CC(C)C)CC(C)O)n[nH]c1=S (stereo unspecified) | ? | -0.14 | -0.84
COc1cccc(N/C(SC)=C(/C#N)C(=O)NCc2cccs2)c1 | -42.9 | / | /
CCC(C)C(=O)Nc1cc(C(=O)OC)cc(C(=O)OC)c1 (stereo unspecified) | / | 1.53 | 0.87
O=C(NC1CCCCCCC1)c1cc(F)c(F)cc1Cl | -5.3 | / | /
CC(O)CNc1nc2c(c(=O)n(C)c(=O)n2C)n1Cc1cccc(C(F)(F)F)c1 (stereo unspecified) | -94.4 | 0.64 | 1.18
COc1ccc(NC(=O)CSc2nccn2C)c([N+](=O)[O-])c1 | 29.7 | / | /
CCOC(=O)N1CCN(C(=O)CSCC(=O)Nc2nc(-c3ccc4c(c3)OCO4)cs2)CC1 | 21.4 | 0.27 | -0.37
CC1CCN(S(=O)(=O)c2ccc3c(c2)oc(=O)n3CC(=O)NCc2ccc3c(c2)OCO3)CC1 | / | 0.25 | 0.24
CCOC(=O)N1CCN(C(=O)c2ccc3c(=O)n4c(nc3c2)CCCCC4)CC1 | 28.6 | 1.13 | 1.14
CSCC[C@H](NC(=O)C(C)Oc1ccc(Cl)cc1)c1nc2ccccc2[nH]1 (stereo partly specified) | -71.9 | -0.32 | 0
COC(=O)c1ccc(C(C(=O)NC2CCCCC2)N(Cc2ccc(F)cc2)C(=O)Cc2cccs2)cc1 (stereo unspecified) | -44.4 | -0.36 | -0.12
CC(C)CNC(=O)c1cc([N+](=O)[O-])ccc1N1CCCCC1 | -27.0 | 0.19 | 0.13
O=C(Oc1ccc(F)cc1C(=O)/C=C/c1cccs1)c1cccc([N+](=O)[O-])c1 | 0.0 | -0.6 | -0.23
CCCN(CCC)CC(O)Cn1c2ccccc2c2ccccc21 (stereo unspecified) | -14.3 | / | /
CCOC(=O)Cn1c(N2CCOCC2)nc2c1c(=O)[nH]c(=O)n2C | 0.0 | 1.29 | -0.08
O=C1c2ccccc2-c2ccc(C(=O)N3CCOCC3)cc21 | -22.7 | 0.98 | 0.93
CS(=O)(=O)N(CC(=O)NCCc1ccccc1)C1CCCCC1 | 32.4 | -0.34 | -0.37
Cc1ccc(/C=N/N=C2/NC(=O)C(CC(=O)Nc3ccc(Cl)cc3)S2)o1 (stereo unspecified) | / | -1.11 | -0.86
CCC(C)(C)n1nnnc1C(c1cccs1)N1CCN(Cc2ccccc2)CC1 (stereo unspecified) | / | -0.53 | -0.63
(further entries)
SMILES | Insulin prom inh | sdo1 growth | sdo1 growth Rescue 24 h
O=C(N/N=C/c1ccc(-c2ccccc2[N+](=O)[O-])o1)c1cncc(Br)c1 | / | 0.67 | 0.07
Cc1ccc(S(=O)(=O)NNC(=O)c2ccccc2O)cc1 | 25.7 | -0.14 | 0.07
Cc1ccc(-n2cc(C(C)(C)C)[nH]c2=S)cc1 | / | 0.28&-1.08 | -0.22&-1.34
Nc1nnc(-c2ccccc2)c(-c2ccccc2)n1 | -55.6 | 0.07 | 0.94
CC1CCN(C(=S)Nc2ccc3nc4n(c(=O)c3c2)CCCCC4)CC1 | -5.6 | 0.74 | 0
Fc1ccc(-c2nnc(SCc3ncc(-c4ccccc4)o3)n2CC2CCCO2)cc1 (stereo unspecified) | -22.6 | -0.94 | -1.17
CC1CCCC(NC(=O)COC(=O)[C@@H]2CC(O)CN2S(=O)(=O)c2ccc3c(c2)OCCO3)C1C (stereo partly specified) | / | 1.03 | 1.42
O=C(CSc1nc2ccccc2n1-c1ccccc1)NCC1CCCO1 (stereo unspecified) | -6.1 | -0.47 | 0.54
Cc1ccc(C(=O)OCC(=O)NC(=O)c2cccn2C)cc1 | -25.0 | 1.02 | 1.61
CC(C)(C)C1CCC(=NNC(=O)c2cc(-c3ccccc3)n[nH]2)CC1 (stereo unspecified) | -21.4 | -0.44 | 0.02
Cc1cc(C)n(-c2nc(NC(C)C)nc(NC(C)C)n2)n1 | -39.4 | -0.55 | -0.6
COc1ccc([N+](=O)[O-])cc1NC(=O)c1ccc(CN(c2ccc(C)c(C)c2)S(C)(=O)=O)cc1 | 26.9 | -1.23 | -0.86
CC(=O)c1cccc(NC(=O)c2ccc(N(Cc3ccccc3C)S(C)(=O)=O)cc2)c1 | 46.1 | 0.6 | 0.75
CC(=O)Nc1cc2c(ccc3ccccc32)oc1=O | -71.4 | / | /
CC(C)(C)NC(=O)Cn1c(Cl)nc2ccccc21 | 13.3 | / | /
COc1nc(N2CCCCCC2)nc(N2CCCCCC2)n1 | / | -1.2 | -0.09
Cc1cccc(NC(=O)NC(C)C(c2ccccc2)N2CCN(C)CC2)c1 (stereo unspecified) | 12.5 | / | /
CCn1c(N2CCN(C(=S)NC)CC2)nc2ccccc21 | 25.8 | 0.19 | -0.2

From PubChem BioAssay
